APE1 inh: qHTS Assay for Inhibitors of the Human Apurinic/apyrimidinic Endonuclease 1 (APE1); DNA repair nuclease/redox regulator APEX1 (Homo sapiens), P27695; recombinant APE1, TAMRA/BHQ-2 abasic DNA cleavage fluorescence; Potency, µM (doses to about 65.8 µM), without a hit: at the top dose activity change, negative = inhibition, most hits filed as inhibitors; 350,000 tested, 0.35% active; AID 2517, 2012;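 further: potency means the concentration at half of the fitted maximal effect; plate controls were vehicle for no effect and reference inhibitor for full effect; nearly all actives have a fitted effect of over 55% in size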
Target sequence (P27695 whole entry, looked up): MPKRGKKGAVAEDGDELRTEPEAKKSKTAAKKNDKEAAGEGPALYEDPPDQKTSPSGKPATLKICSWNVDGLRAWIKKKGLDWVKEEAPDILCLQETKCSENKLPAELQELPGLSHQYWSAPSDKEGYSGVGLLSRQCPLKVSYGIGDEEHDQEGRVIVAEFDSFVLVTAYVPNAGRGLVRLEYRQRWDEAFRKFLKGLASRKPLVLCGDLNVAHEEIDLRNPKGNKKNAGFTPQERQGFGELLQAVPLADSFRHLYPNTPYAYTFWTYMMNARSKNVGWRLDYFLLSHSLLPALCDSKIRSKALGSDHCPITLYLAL
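Activity was derived from the fluorescence gain between first and third kinetic reads (60 s intervals, ex 525/em 598 nm) after 50 nM THF-abasic TAMRA/BHQ-2 duplex was added to 0.75 nM APE1 preincubated 15 min with compound.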
RXFP1 antag: qHTS Assay for Antagonists of the Relaxin Receptor RXFP1; AID 1259400, 2018; 350,000 tested, 0.59% active; activity change, negative = inhibition, % at 57.5 µM; HEK293-RXFP1, relaxin-stimulated cAMP HTRF, 30 min; active compounds read low;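 active means activity change of -60% or lower, but not beyond a set lower limit; inconclusive means change between -60% and -40%, or beyond the set limit; inactive means change above -40%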; further: on the % scale 0 is the no-effect control and ±100 the full control effect
Pol beta inh: qHTS Assay for Inhibitors of DNA Polymerase Beta. Potency, µM (highest dose often 114 µM), inactives show at the highest dose activity change, negative = inhibition, usual class: inhibitors. 340,000 tested, 1.3% active. AID 485314, 2010. Pol beta primer extension/strand displacement, fluorescence kinetic; further: potency means the concentration at half of the fitted maximal effect; on the % scale 0 is the no-effect control and ±100 the full control effect
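Homogeneous kinetic assay of primer extension and strand displacement by 10 nM Pol beta, preincubated 15 min at room temperature with compound before 50 nM substrate (final) was added. Read at 0 and 10 min; four-parameter Hill fit.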
Pol eta inh: qHTS for Inhibitors of Polymerase Eta; AID 588591, 2011; 390,000 tested, 1.2% active; DNA polymerase eta (Homo sapiens), Q9Y253; recombinant Pol eta, fluorescent DNA replication assay; Potency, µM (top dose mostly 114 µM), for inactives: at the highest dose activity change, negative = inhibition, hits mostly inhibitors; further: potency means the concentration at half of the fitted maximal effect; on the % scale 0 is the no-effect control and ±100 the full control effect
Target sequence (Q9Y253 whole entry, looked up): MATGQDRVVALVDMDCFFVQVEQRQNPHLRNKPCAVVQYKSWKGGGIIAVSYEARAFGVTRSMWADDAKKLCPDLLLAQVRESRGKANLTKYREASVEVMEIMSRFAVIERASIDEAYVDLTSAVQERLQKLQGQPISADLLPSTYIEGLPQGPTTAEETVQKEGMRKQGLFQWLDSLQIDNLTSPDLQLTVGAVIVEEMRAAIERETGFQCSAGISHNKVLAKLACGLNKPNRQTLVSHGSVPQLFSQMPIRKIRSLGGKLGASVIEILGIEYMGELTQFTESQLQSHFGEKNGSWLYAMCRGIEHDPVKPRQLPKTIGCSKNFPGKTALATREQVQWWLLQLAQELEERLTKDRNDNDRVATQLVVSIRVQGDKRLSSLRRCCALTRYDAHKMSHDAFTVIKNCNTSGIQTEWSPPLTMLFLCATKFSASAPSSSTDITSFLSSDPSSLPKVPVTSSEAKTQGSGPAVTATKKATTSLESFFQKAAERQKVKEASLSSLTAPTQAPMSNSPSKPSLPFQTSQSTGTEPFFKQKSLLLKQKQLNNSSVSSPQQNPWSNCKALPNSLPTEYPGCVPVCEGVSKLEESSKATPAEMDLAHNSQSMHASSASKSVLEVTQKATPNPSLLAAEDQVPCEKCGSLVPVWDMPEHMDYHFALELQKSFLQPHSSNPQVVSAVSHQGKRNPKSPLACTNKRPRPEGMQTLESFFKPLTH
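Pol eta at 10 nM preincubated with compounds 15 min at room temperature; reaction started with fluorescent substrate (50 nM final) and read kinetically at 0 and 10 min.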
Pol kappa inh: qHTS for Inhibitors of Polymerase Kappa; AID 588579, 2011; DNA polymerase kappa (Homo sapiens), Q9UBT6; purified Pol kappa, fluorescent DNA synthesis assay, 10 min; Potency, µM (doses to about 107 µM), for inactives: at the top dose activity, negative = inhibition, hits mostly inhibitors; 400,000 tested, 0.53% active; further: potency means the concentration at half of the fitted maximal effect; on the % scale 0 is the no-effect control and ±100 the full control effect
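First, compounds were pin-transferred onto 10 nM Pol kappa. After 15 min at room temperature, substrate was added to 50 nM final. Fluorescence was then measured kinetically at 0 and 10 min.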
Pol iota inh: qHTS for Inhibitors of Polymerase Iota; Potency, µM (top dose mostly 115 µM), for inactives: top-dose activity, negative = inhibition, usual class: inhibitors; DNA polymerase iota (Homo sapiens), Q9UNA4; Pol iota fluorescent replication assay, 10 min; 390,000 tested, 1% active; AID 588590, 2011; further: potency means the concentration at half of the fitted maximal effect
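Fluorescent replication assay read twice, at 0 min and 10 min after adding 50 nM (final) substrate. Enzyme (10 nM) and compounds were first incubated 15 min at room temperature; enzyme-free buffer wells were negative controls.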
Tb PGK inh: qHTS Assay to Find Inhibitors of Phosphoglycerate Kinase; Phosphoglycerate kinase, glycosomal (Trypanosoma brucei brucei), P07378; PGK/GAPDH coupled, Kinase-Glo luminescence, 60 min; Potency, µM (series often up to 57.5 µM), for the others: at the highest dose activity change, negative = inhibition, hits mostly inhibitors; 380,000 tested, 0.043% active; AID 602233, 2012; further: potency means the concentration at half of the fitted maximal effect; on the % scale 0 is the no-effect control and ±100 the full control effect; nearly all actives have a fitted effect of over 60% in size
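Recombinant glycosomal PGK reaction used 1,3-bisphosphoglycerate generated in-well by GAPDH (100nM final) in 100mM TEA pH 7.6, 5mM MgCl2, 0.01% Tween-20. After 60 minutes at room temperature, ATP was read by Kinase-Glo Plus luminescence end-point.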
BLM inh: qHTS Assay for Inhibitors of Bloom's syndrome helicase (BLM) | RecQ-like DNA helicase BLM (Homo sapiens), P54132 | recombinant BLM DNA unwinding, fluorescence dequenching | Potency, µM (series often up to 56.1 µM), for inactives: top-dose activity change, negative = inhibition, most hits filed as inhibitors | 350,000 tested, 0.2% active | AID 2528, 2010;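 further: potency means the concentration at half of the fitted maximal effect; plate controls were vehicle for no effect and no enzyme for full effect; nearly all actives have a fitted effect of over 35% in size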
Apoferritin bind: qHTS Assay for Identification of Novel General Anesthetics; 350,000 tested, 0.074% active; apoferritin/1-aminoanthracene competitive binding, fluorescence; Potency, µM (series often up to 77.5 µM), for inactives: at the top dose activity change, negative = displacement, actives largely listed as inhibitors; Ferritin light chain (Equus caballus), P02791; AID 485281, 2010; further: potency means the concentration at half of the fitted maximal effect; on the % scale 0 is the no-effect control and ±100 the full control effect; nearly all actives have a fitted effect of over 20% in size
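Concentration-response curves derived by four-parameter Hill fitting of normalized fluorescence, where compounds displaced 1-AMA from 10 uM horse apoferritin following a brief 10 min room-temperature incubation; propofol titration acted as positive control.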
* marks the source's active call; other numbers are inactive results; i = inactive; ? = inconclusive; . = not tested or not shown; & = joins results of further samples; [ ] = remark or other dose. Unless noted, the call rests on the fitted dose curve; in most records, active means well fitted curve in the direction sought with a large enough effect; inconclusive means small, poorly fitted or top-dose-only effect, or another doubt; inactive means no such curve, though single readings can be large; an effect the other way counts as inactive or inconclusive. Only part of the results is shown, so the mix of outcomes need not match the whole.

# | molecule | APE1 inh | RXFP1 antag | Pol beta inh | Pol eta inh | Pol kappa inh | Pol iota inh | Tb PGK inh | BLM inh | Apoferritin bind
1 | CCn1c(Cc2c(C)[nH]c3ccccc23)n[nH]c1=S | 1.3% | -6.2 | 3.3% | -11.8% | -12.0% | 11.1% | 5.2% | -0.7% | -16.9%
2 | CCOC(=O)c1ccc(NC(=O)C2=C(C)Nc3nc(SCc4ccc(Cl)cc4)nn3C2c2ccc(OC)cc2)cc1 (stereo not given) | . | -0.8 | -6.5% | 2.7% | 3.0% | -4.0% | -4.1% | -0.6% | -18.0%
3 | COC(=O)Cn1c(CN2CCN(c3ccc(OC)cc3)CC2)nc2c1c(=O)[nH]c(=O)n2C | . | 9.1 | -1.2% | 2.2% | -14.1% | 9.2% | -1.1% | -0.9% | 2.8%
4 | O=S(=O)(c1ccc(F)cc1)c1nc(-c2ccccc2F)oc1N1CCCCC1 | -1.2% | -4.0 | 12.2% | -12.4% | 2.1% | 1.3% | i | 1.8% | -10.0%
5 | CCCn1c2ccccc2c2cnn(CC(=O)NCCc3ccc(OCC)cc3)c(=O)c21 | . | -1.6 | -2.8% | 4.1% | -1.0% | 25.5% | -6.9% | 1.9% | -6.8%
6 | O=C(Nc1ccc(F)cc1)N1CCCN(c2ccc(C(F)(F)F)cn2)CC1 | ? | -1.7 | -0.8% | -11.4% | 9.4% | -5.7% | -14.1% | 0.0% | -0.2%
7 | CCCn1nc(C(=O)Nc2cc(OCC)c(N3CCOCC3)cc2OCC)c2ccccc2c1=O | . | -3.6 | . | -14.0% | -11.0% | 36.7%[activator] | -8.3% | . | .
8 | O=C(Nc1ccc([N+](=O)[O-])c(NC(=O)C2CCCO2)c1)C1CCCO1 (stereo not given) | 6.2% | -15.8 | -15.7% | ? | -4.8% | ? | -5.9% | -9.0% | -11.8%
9 | CCOC(=O)C1(CC)CC(CSc2nc3ccccc3[nH]2)OC1=O (stereo not given) | -4.2% | -4.5 | -8.4% | -1.4% | -18.4% | -5.5% | 2.7% | -0.6% | -21.2%
10 | O=c1c2ccccc2nc(-c2ccc(Cl)c(Cl)c2)n1O | 7.5% | -6.7 | ? | -9.9% | -8.6% | -9.8% | -5.8% | 2.1% | -14.4%
11 | Cc1cc(Nc2cc(F)ccc2C)n2ncnc2n1 | ? | 10.3 | 25.5% | -4.6% | -3.0% | -3.2% | -4.9% | 3.5% | -0.8%
12 | COc1ccc(CNC(=O)CNC(=O)N2CC(=O)Nc3ccccc32)cc1 | 61.8%[activator] | 5.9 | -6.7% | -8.1% | 8.5% | 0.0% | -5.9% | 0.8% | -5.5%
13 | COc1ccc(OC)c(C(=O)c2ccc(Cl)cc2)c1 | -3.4% | -7.0 | ? | -18.3% | -6.2% | 151.2%[activator] | -2.7% | -6.4% | -13.3%
14 | O=S1(=O)CCOCCCN1Cc1ccccc1F | 13.2% | . | 48.6% | -5.0% | -13.5%&-1.1% | 3.3%&8.2% | 5.3% | 0.5% | ?
15 | O=C1c2cccc3c([N+](=O)[O-])ccc(c23)C(=O)N1c1ccc(Cl)cn1 | -3.4% | -31.1 | 4.3% | ? | -8.6% | ? | i | 0.5% | -13.1%
16 | COc1ccc(/C=C/c2nc(C#N)c(N3CCC(C)CC3)o2)cc1OC | . | -17.0 | 0.6% | -5.3% | -21.8% | 24.4% | -5.1% | -1.1% | 601.4%[activator]
17 | CNC(=S)NNc1nc(-c2ccccc2)c2cc(Cl)ccc2n1 | . | ? | . | 5.8% | 1.6% | 26.1% | 0.5% | . | .
18 | Cc1cccc(Cn2c(C)nc3ccc([N+](=O)[O-])cc3c2=O)c1 | -7.8% | -1.0 | 1.7% | -22.1% | -0.6% | 77.2%[activator] | 1.6% | -3.7% | -12.7%
19 | CCc1ccc(C2c3[nH]c4ccccc4c3CCN2C(=O)c2cc(C)nn2C)cc1 (stereo not given) | -10.6% | -2.9 | -5.0% | -2.2% | -2.0%[60.1 µM] | -4.7% | -6.7% | -13.6% | -6.2%
20 | COc1ccc(NC2CC(=O)N(c3cccc([N+](=O)[O-])c3)C2=O)cc1 (stereo not given) | 11.5% | -27.4 | 32.5% | -6.9% | 5.4% | 227.0%[activator] | -4.1% | -12.7% | -8.2%
21 | Cc1csc(SCC(=O)N(C)CC(=O)Nc2ccccc2Cl)n1 | 2.9% | -6.0 | . | -16.1% | -10.6% | 22.8% | -8.6% | . | .
22 | Cc1ccccc1OCC(=O)NCC(=O)N/N=C/C=C/c1ccccc1 | -1.9% | . | 7.5% | . | . | . | . | -9.5% | -21.5%
23 | CCOc1ccc(-n2c(=O)c3c(C)c(C)sc3n(Cc3ccc(C(C)(C)C)cc3)c2=O)cc1 | . | -11.0 | -0.5% | -12.6% | -15.5% | -13.8% | i | -9.1% | 3.9%
24 | O=C(O)CCCN=C1NC2(CCCC2)Cc2ccccc21 | 1.3% | -5.0 | -9.9% | -4.7% | -4.3% | 12.8% | 6.2% | -1.0% | -16.4%
25 | O=C(NCCc1c[nH]c2ccccc12)c1cc(Cl)c2c(c1)OCO2 | -4.1% | -6.9 | -4.4% | -5.0% | -18.6% | 22.4% | -7.5% | -11.5% | 6.5%
26 | Cc1ccc(Nc2c(-c3cc(Br)ccc3F)nc3cc(C)ccn23)cc1 | . | 3.6 | -5.0% | -12.4% | -13.0% | -10.5% | -7.1% | -3.6% | 51.4%[activator]
27 | c1ccc2c(N3CCCCC3)nc(N3CCOCC3)nc2c1 | 0.1% | 6.0 | 13.2% | 0.8% | -1.8% | -16.1% | -8.3% | 1.7% | -2.9%
28 | COc1ccc(CC(=O)OC(C)C(=O)Nc2c(C)n(C)n(-c3ccccc3)c2=O)cc1OC (stereo not given) | -1.1% | 1.2 | . | -6.8% | 10.0% | 40.3%[activator] | i | . | .
29 | CN(CC(=O)NCCc1ccccc1)CC(=O)Nc1cccc(F)c1 | -6.2% | -2.4 | . | -7.6% | 5.0% | -0.5% | i | . | .
30 | Cc1ccc(C2(C)NC(=O)N(CC(=O)N3CCN(S(=O)(=O)c4cccc([N+](=O)[O-])c4)CC3)C2=O)cc1 (stereo not given) | -6.0% | 13.9 | . | -4.5% | -2.0% | -4.7% | -6.6% | . | .

In a second layout: 3 of the compounds above.
25	O=C(NCCc1c[nH]c2ccccc12)c1cc(Cl)c2c(c1)OCO2
26	Cc1ccc(Nc2c(-c3cc(Br)ccc3F)nc3cc(C)ccn23)cc1
27	c1ccc2c(N3CCCCC3)nc(N3CCOCC3)nc2c1

screen / no. | 25 | 26 | 27
APE1 inh | -4.1% | . | 0.1%
RXFP1 antag | -6.9 | 3.6 | 6.0
Pol beta inh | -4.4% | -5.0% | 13.2%
Pol eta inh | -5.0% | -12.4% | 0.8%
Pol kappa inh | -18.6% | -13.0% | -1.8%
Pol iota inh | 22.4% | -10.5% | -16.1%
Tb PGK inh | -7.5% | -7.1% | -8.3%
BLM inh | -11.5% | -3.6% | 1.7%
Apoferritin bind | 6.5% | 51.4%[activator] | -2.9%

Quoted from the listing:
RXFP1 antag with `COc1ccc(CNC(=O)CNC(=O)N2CC(=O)Nc3ccccc32)cc1` is entered as 5.9
RXFP1 antag with `COC(=O)Cn1c(CN2CCN(c3ccc(OC)cc3)CC2)nc2c1c(=O)[nH]c(=O)n2C` is entered as 9.1

Later entries:
# | molecule | APE1 inh | RXFP1 antag | Pol beta inh | Pol eta inh | Pol kappa inh | Pol iota inh | Tb PGK inh | BLM inh | Apoferritin bind
31 | CCC(=O)N(Cc1cc2cc(OC)ccc2[nH]c1=O)c1cc(C)ccc1C | -5.0% | -2.2 | 34.9% | -1.6% | 2.2% | 6.2% | -7.4% | -4.7% | -12.3%
32 | CCOc1cc(CNCCO)cc(Br)c1OCc1ccccc1Cl | 9.5% | -74.1* | 13.7% | -6.9% | -8.4% | -2.8% | 5.4% | 5.1% | -16.1%
33 | COc1cccc(CNCCCSc2nnnn2C)c1 | . | 4.2 | 3.4% | -15.6% | -11.9% | 10.8% | 3.0% | 4.4% | 66.0%[activator]
34 | C/C(=N/NC(=O)CSCc1ccc(Cl)cc1)c1cccc(NC(=O)c2ccccc2)c1 | ? | -9.5 | 1.4% | -10.8% | 1.3% | 18.2% | -9.5% | -3.8% | -20.8%
35 | CC(C)(C)c1ccc(S(=O)(=O)N2CCCCC2)cc1 | 17.1% | -14.1 | 26.6% | -22.1% | 0.0% | -1.6% | -0.4% | 4.0% | 8.2%
36 | O=C(CN1CCCCC1)Nc1ccc(S(=O)(=O)c2ccc(NC(=O)CN3CCCCC3)cc2)cc1 | . | -6.9 | . | -16.2% | 1.2% | 6.7% | i | . | .
37 | Cc1nc(Cc2nnc(SCC(=O)N3CCN(c4ccc(F)cc4)CC3)o2)cs1 | -0.5% | -0.9 | . | -13.4% | -9.1% | -10.1% | 3.1% | . | .
38 | O=C(CSc1ncc(C(F)(F)F)cc1Cl)N1CCN(S(=O)(=O)c2ccc(Cl)cc2)CC1 | -10.2% | -12.2 | ? | -2.4% | -4.0% | 31.1%[activator] | 8.8% | -5.9% | -10.9%
39 | CCOc1cc(Br)c(C=O)cc1OCC | -2.7% | -13.7 | -16.2% | -3.5% | -14.3% | 41.6%[activator] | -6.3% | -3.7% | ?
40 | COc1ccc(NS(=O)(=O)c2cccc(C(=O)NCc3ccccc3CN3CCOCC3)c2)cc1 | . | -5.9 | . | -10.1% | 10.6% | 11.4% | -0.9% | . | .
